# SENP6 block – inhibitors of human SENP6 protease. inhibition, % at 10 µM. Q9GZR1. 330,000 compounds, 1.8% hits. AID 2599. Recombinant SENP6 catalytic domain, aminoluciferin luminescence;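 active = inhibition above about 50% at the single tested dose, limit read from the data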;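 also: plate controls were DMSO wells with enzyme for no effect and DMSO wells lacking enzyme for full effect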
# Target sequence (Q9GZR1 628-1112 limits assumed): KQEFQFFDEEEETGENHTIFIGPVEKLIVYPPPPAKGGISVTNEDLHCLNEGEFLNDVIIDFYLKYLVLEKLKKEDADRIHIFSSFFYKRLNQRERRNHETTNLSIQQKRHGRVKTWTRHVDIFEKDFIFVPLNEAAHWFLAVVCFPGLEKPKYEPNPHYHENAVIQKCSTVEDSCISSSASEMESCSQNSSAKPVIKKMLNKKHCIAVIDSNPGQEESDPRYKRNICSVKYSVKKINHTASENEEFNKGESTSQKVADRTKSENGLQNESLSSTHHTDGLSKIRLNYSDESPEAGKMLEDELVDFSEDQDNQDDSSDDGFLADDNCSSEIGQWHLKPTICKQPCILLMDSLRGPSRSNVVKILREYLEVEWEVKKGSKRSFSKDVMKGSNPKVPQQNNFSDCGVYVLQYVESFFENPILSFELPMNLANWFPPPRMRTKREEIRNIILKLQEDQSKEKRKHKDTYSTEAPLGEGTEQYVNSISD
# SENP8 block-1 – inhibitors of human SENP8 protease | Q96LD8 | purified SENP8, Z-RLRGG-aminoluciferin cleavage, luminescence | inhibition, % at 10 µM | 330,000 compounds, 1.2% hits | AID 2540; in the data active = inhibition above about 50%
# Target sequence (Q96LD8 whole entry, looked up): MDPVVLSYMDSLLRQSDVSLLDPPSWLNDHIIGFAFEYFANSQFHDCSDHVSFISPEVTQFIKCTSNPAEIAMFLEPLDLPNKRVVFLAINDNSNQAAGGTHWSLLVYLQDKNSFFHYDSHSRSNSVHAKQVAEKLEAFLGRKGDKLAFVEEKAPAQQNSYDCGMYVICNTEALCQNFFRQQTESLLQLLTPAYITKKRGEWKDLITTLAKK
# PfG6PD inh – PfG6PD (Plasmodium falciparum) enzyme inhibition | PfGluPho enzyme, NADPH resazurin-diaphorase fluorescence | inhibition, % at 20 µM | 350,000 compounds, 0.78% hits | AID 504690;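 active = inhibition reaching at least a set limit at 20 µM in the primary screen, cut at about 59% in these data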;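 also: 0% = DMSO wells with substrate and 100% = DMSO wells lacking glucose-6-phosphate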
# UBC13 polyUb – blocks human UBC13 polyubiquitin chain formation. AID 485273. TR-FRET. 330,000 compounds, 0.47% hits. P61088. inhibition, % at 20 µM; in the data active = inhibition above about 45%, passing the limit was not always enough
# Target sequence (P61088 whole entry, looked up): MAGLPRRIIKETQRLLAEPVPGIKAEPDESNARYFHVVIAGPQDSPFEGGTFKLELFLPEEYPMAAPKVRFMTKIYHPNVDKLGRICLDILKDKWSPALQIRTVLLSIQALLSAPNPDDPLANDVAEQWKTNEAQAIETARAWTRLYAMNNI
# beta cell repl – inducers of beta-cell replication in MIN6 cells; 330,000 compounds, 0.29% hits; MIN6 cells proliferation, ATPlite luminescence, 48 h; cells starved in 0.2% serum; 100% = growth in 10% serum; AID 2380; proliferation, % at 10 µM;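 active = compounds whose signal lies at least 3.5 SD above the mean of all wells on their plate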;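 also: 0% = DMSO-treated cells in low-serum medium and 100% = 10% serum control; some compounds called inactive have numbers as strong as hits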
# SENP8 block-2 – blocks human SENP8 cleavage of Nedd8 substrate; Q96LD8; recombinant SENP8, Nedd8 substrate fluorescence; inhibition, % at 20 µM; 360,000 compounds, 0.64% hits; AID 602440; in the data active = inhibition mostly above about 40%, no sharp cut-off; inactive = mostly below about 27%
# SENP7 inh – SENP7 protease inhibition; recombinant SENP7, Z-RLRGG-aminoluciferin luminescence, 40 min; inhibition, % at 5 µM; 330,000 compounds, 1.5% hits;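 active = inhibition above about 50% at the single test dose, limit read from the data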;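 also: plate controls were DMSO with enzyme for no effect and no enzyme buffer wells for full effect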
# HKDC1 inh – HKDC1 (human) hexokinase inhibition | 340,000 compounds, 0.16% hits | recombinant HKDC1, G6PDH/diaphorase resazurin coupled fluorescence | Q2TB90 | inhibition, % at 20 µM;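 active = inhibition above about 35% when tested at 20 µM, limit read from the data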;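 also: plate controls were DMSO wells with enzyme for no effect and DMSO wells lacking enzyme for full effect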
#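 Test system: Recombinant HKDC1 (HK5) hexokinase enzyme, produced in-house | Input: HKDC1 at 5 µg/mL | Buffer or medium: Tris pH 8.0 buffer with MgCl2, Tween-20, BSA, BME | Schedule: 90 min reaction incubation at room temperature, dark | Technique: Resazurin-to-resorufin fluorescence via G6PDH and diaphorase coupling, 525/613 nm | Controls: DMSO wells with and without enzyme mix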
# SENP1 FRET inh – blocks the human SENP1 SUMO protease catalytic domain. Q9P0U3. recombinant SENP1 catalytic domain, CyPet-SUMO1-YPet FRET cleavage. inhibition, % at 10 µM. 360,000 compounds, 0.21% hits. AID 624204;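 active = inhibition at least 30% at 10 µM, raw YFP signal under a set limit, fluorescence ratio 0.5 to 1.5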;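 also: 0% = enzyme with DMSO and 100% = no enzyme wells; some results filed as inactive read as strong as hits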
# Target sequence (Q9P0U3 419-644 limits assumed): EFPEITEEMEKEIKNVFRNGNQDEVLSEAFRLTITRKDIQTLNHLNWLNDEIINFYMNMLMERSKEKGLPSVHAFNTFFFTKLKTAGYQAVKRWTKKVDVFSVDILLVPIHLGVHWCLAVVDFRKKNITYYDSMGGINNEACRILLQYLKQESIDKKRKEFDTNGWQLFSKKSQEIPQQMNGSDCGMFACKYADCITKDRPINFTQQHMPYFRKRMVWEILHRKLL
#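 Material: hSENP1 catalytic domain, recombinant; medium: Tris pH 8 with BME, BSA, NP40 and catalase; compound: single concentration of 10 µM compound, 0.5% DMSO final; technique: FRET read of cyan and yellow fluorescence; timing: 50 min enzyme reaction, room temperature, light-protected; reagent: SFCypet-SUMO1-SFYpet substrate at 25 nM; control set: no-enzyme low, enzyme-DMSO high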
# * hit, by the source's call; i = inactive; · = no result given.
SMILES,SENP6 block,SENP8 block-1,PfG6PD inh,UBC13 polyUb,beta cell repl,SENP8 block-2,SENP7 inh,HKDC1 inh,SENP1 FRET inh
CN(C)S(=O)(=O)c1cc(NC2CC(=O)N(c3ccc(F)cc3)C2=O)ccc1Cl (stereo not given),-9.5,-1.0,-8.7,-6.3,-0.4,7.3,-3.6,-6.5,2.0
CCN(CC(=O)Nc1cc(Cl)ccc1C)C(=O)c1ccc(=O)n(Cc2ccccc2)n1,-1.2,3.2,-13.5,3.1,-4.8,8.1,1.0,-1.9,3.0
CC(NC(=O)C(C)N1C(=O)c2ccccc2C1=O)c1ccccc1 (stereo not given),7.4,6.9,-12.0,-0.9,-2.6,1.1,-6.7,-0.8,0.8
O=C(Cn1cc(C(=O)C2CC2)c2ccccc21)Nc1ccc(F)cc1,-1.0,-1.3,9.4,10.9,-0.6,7.8,3.9,-6.3,0.8
CCc1cccc(NC(=O)C2CCCN(S(=O)(=O)c3c(C)[nH]c(=O)[nH]c3=O)C2)c1 (stereo not given),-5.0,-10.8,-13.6,-12.3,-0.1,14.0,-4.0,-0.5,2.4
CC1C(=O)N2CCCc3cc(NC(=O)COc4ccccc4)cc1c32 (stereo not given),-6.9,7.0,-0.1,1.8,0.7,-5.4,-7.0,-3.8,3.1
CC(C)c1csc(CN2CCC(n3nccc3NC(=O)Cc3ccccc3)CC2)n1,-3.5,2.1,-4.8,-1.5,-0.5,-0.5,0.1,-6.4,-0.6
Nc1cc(=O)[nH]c(SCC(=O)Nc2ccccc2Sc2ccccc2)n1,-22.7,-15.8,-9.9,-14.1,-1.0,23.9,0.0,4.0,1.8
O/N=C/c1cc(Cl)ccc1OCc1ccccc1Cl,-12.6,-18.9,-10.2,9.2,-3.4,34.7,-3.4,3.7,0.6
CC(Nc1ccc2c(c1)OCCO2)C(=O)N1CCc2ccccc21 (stereo not given),-17.6,-8.6,18.3,5.7,-3.4,6.7,4.0,2.2,2.1
CCc1ccc(NC(=O)c2sc3nc4n(c(=O)c3c2C)CCC4)cc1,-3.0,8.8,-6.5,-4.8,-0.9,-4.8,2.0,9.4,3.3
CN(C)c1ccc(C#Cc2ccc3cc(CCO)oc(=O)c3c2)cc1,-19.4,-6.8,7.6,-3.9,-0.9,-492.8,-15.1,0.4,-35.0
O=C(c1cccs1)N1N=C(c2ccccc2)CC1c1ccccc1O (stereo not given),-10.1,4.2,-11.7,0.0,-3.4,-16.8,-9.2,-4.7,-2.4
CCCCNC(=O)COC(=O)c1ccc(C)c(NC(=O)c2ccco2)c1,-17.0,-2.1,-16.5,-1.9,-3.5,18.1,0.5,-3.2,0.3
Cc1ccccc1NC(=S)NCc1cccn1C,-10.8,-8.1,16.7,-25.0,0.0,17.5,-2.5,-3.8,-3.4

# 4 entries from above, reformatted:
# Values run as follows: SENP6 block | SENP8 block-1 | PfG6PD inh | UBC13 polyUb | beta cell repl | SENP8 block-2 | SENP7 inh | HKDC1 inh | SENP1 FRET inh
O/N=C/c1cc(Cl)ccc1OCc1ccccc1Cl
    -12.6 | -18.9 | -10.2 | 9.2 | -3.4 | 34.7 | -3.4 | 3.7 | 0.6
Nc1cc(=O)[nH]c(SCC(=O)Nc2ccccc2Sc2ccccc2)n1
    -22.7 | -15.8 | -9.9 | -14.1 | -1.0 | 23.9 | 0.0 | 4.0 | 1.8
CC(C)c1csc(CN2CCC(n3nccc3NC(=O)Cc3ccccc3)CC2)n1
    -3.5 | 2.1 | -4.8 | -1.5 | -0.5 | -0.5 | 0.1 | -6.4 | -0.6
CCCCNC(=O)COC(=O)c1ccc(C)c(NC(=O)c2ccco2)c1
    -17.0 | -2.1 | -16.5 | -1.9 | -3.5 | 18.1 | 0.5 | -3.2 | 0.3

# Going on with the list:
SMILES,SENP6 block,SENP8 block-1,PfG6PD inh,UBC13 polyUb,beta cell repl,SENP8 block-2,SENP7 inh,HKDC1 inh,SENP1 FRET inh
c1cnc2ccc(C(c3nnnn3C3CCCC3)N3CCN(c4nc5ccccc5s4)CC3)cc2c1 (stereo not given),-15.3,2.9,-4.3,1.2,-3.4,13.5,3.2,0.9,3.4
COCc1ccc(C(=O)N2CCCC(N(C)Cc3ccccc3)C2)s1 (stereo not given),-8.3,0.7,2.5,2.5,0.8,2.6,-0.7,2.5,1.2
C/C(=N/NC(=O)CCC(=O)Nc1ccc(Br)cc1)c1ccc(Br)cc1,11.2,6.6,-18.4,4.8,-5.6,21.2,0.5,-5.0,2.5
O=C1N=c2ccccc2=C1c1sc(NS(=O)(=O)Cc2ccccc2)nc1O,87.9*,40.3,-38.7,-24.9,0.8,33.3,69.1*,34.6,-6.2
N#C/C(C(=O)NCc1ccccc1)=C1/N=C(NC(=O)c2ccco2)c2ccccc21,4.2,-11.4,-7.0,-15.6,-3.3,-10.7,-8.7,2.8,-42.9
NC(=O)c1c(C(F)(F)F)cc(-c2ccccc2)nc1NCCO,-5.1,-0.8,-5.1,10.6,-1.7,-490.4,9.7,-4.3,0.8
O=C(Nc1cccc(Cl)c1)c1ccc2c(=O)n3c(nc2c1)CCCCC3,83.5*,63.6*,4.2,3.1,-2.5,-4.6,80.5*,3.7,-1.0
NC(=O)c1nnn(-c2nonc2N)c1-c1ccc([N+](=O)[O-])cc1,-18.3,-4.2,-25.7,-0.2,0.5,10.5,-8.2,-5.1,2.0
O=[N+]([O-])c1ccccc1CSc1nnc2ccccn12,-8.1,0.6,-9.5,4.5,1.0,7.1,-1.6,12.1,1.2
CNc1nccc(-c2ccc(F)cc2)c1C#N,3.6,-5.0,-14.2,23.4,-0.6,-393.1,-0.5,-2.2,1.2
CCNC(=O)Nc1ccc(S(=O)(=O)Nc2cnc(C)nc2C)cc1,2.3,-4.2,-12.3,-7.5,-4.0,7.7,-2.5,-3.2,3.0
NS(=O)(=O)c1ccc(CCNC(=O)CSc2nc3ccsc3c(=O)n2CC2CCC(C(=O)O)CC2)cc1 (stereo not given),-24.0,4.7,20.3,0.8,0.7,11.6,11.9,-6.6,-0.4
CC1(C)Cc2cccc(OCC(=O)Nc3cc(C(F)(F)F)ccc3N3CCOCC3)c2O1,-7.0,-1.1,6.6,-4.7,0.4,6.3,1.1,4.4,-2.4
COc1cccc(OCCNS(=O)(=O)c2cccc([N+](=O)[O-])c2)c1,-4.2,-1.2,0.0,3.4,-1.5,5.6,1.2,-0.6,1.1
CCc1ccc(OCCOCCN2CCN(C)CC2)cc1,-9.3,-7.4,-9.8,-7.2,-1.9,-2.6,4.0,-4.9,0.7
OC12CCCCC1C(c1ccc3c(c1)OCO3)N(Cc1cccc(F)c1)CC2 (stereo not given),·,·,-4.0,·,·,21.4,·,7.3,2.5
CC1CC1C(=O)OCC(=O)NCc1ccccc1 (stereo not given),-4.4,-0.4,4.0,-2.2,5.7,-2.8,2.3,-3.0,1.2
Cc1ccc(S(=O)(=O)CCSc2nc(C)cc(C(F)(F)F)c2C#N)cc1,-2.2,6.1,13.9,5.0,-3.9,-20.7,9.9,-0.2,72.4*
CCN(C(=O)CN1C(=S)NC(C)(C)CC1C)c1ccc(C)c(C)c1 (stereo not given),14.5,9.5,-12.2,1.8,9.3*,2.6,-0.3,0.1,3.1
O=c1[nH]c(COc2ccccc2)nc2ccccc12,-0.1,2.4,-6.4,2.8,-1.5,30.5,-0.4,-4.3,-0.5
CC1CCN(C(=O)COC(=O)c2cc(S(=O)(=O)N3CCOCC3)ccc2Cl)CC1,0.5,-10.0,-13.1,2.0,-3.9,7.1,-4.1,-2.1,-0.7
CN1CCN(C(=S)Nc2ccc(Cl)c(Cl)c2)CC1,-30.4,-7.4,5.4,-2.4,-0.2,13.1,-7.3,-5.4,-0.8
COCCN1Cc2cccc(C(=O)NCc3cccnc3)c2C1=O,-22.3,2.3,6.5,7.0,4.2,-4.2,1.3,-3.8,1.9
Cc1ccc(S(=O)(=O)Nc2ccc(F)cc2)cc1C(=O)N1CCOCC1,-2.3,7.1,-3.6,5.0,0.7,19.1,7.5,-1.4,-0.9
CC(C)(C)NC(=S)NC(=O)C12CCC3CC(CC(C3)C1)C2,10.6,4.7,17.8,3.2,-6.2,-2.0,-4.4,1.9,0.1
COC(=O)C1=C(C)C(c2ccc(OC)cc2)NC(=S)N1 (stereo not given),-6.4,-0.1,14.9,-1.7,-0.4,3.2,-6.9,-5.9,-0.2
FC(F)(F)c1cccc(OCCOCCn2cncn2)c1,2.3,5.1,-7.0,3.3,0.9,10.2,5.3,-4.2,2.7
Cn1c(=O)cc(OCC(=O)N2CCC(N3CCCCC3)CC2)c2ccccc21,-18.6,6.8,14.4,22.5,-1.1,0.3,-0.1,-6.5,0.0
Cc1cn(CC(=O)NCC(c2ccccc2)c2ccccc2)c(=O)[nH]c1=O,·,·,3.6,·,·,3.3,·,-3.5,2.1
O=C(CSc1ccc(Cl)cc1Cl)N1CCC(c2nc3ccccc3s2)CC1,-18.6,0.3,13.8,10.3,-4.2,7.9,-5.8,1.8,1.7
CC(=O)c1cnc2c(-c3ccc(Cl)cc3)cnn2c1C,-17.4,-6.2,-4.9,-6.6,1.4,-9.3,0.9,-3.1,2.6
O=C(CSc1nnnn1CCCO)Nc1ccc2c(c1)OCO2,7.2,-1.0,3.6,14.4,1.0,14.8,1.3,-2.3,2.4
CCN(Cc1ccccc1)C(=O)CSc1n[nH]c(N)n1,-18.7,-8.2,0.5,-8.4,-2.7,6.3,-1.0,-5.1,2.3
O=c1cc(-c2ccccc2)c2cc(Cl)c(O)c(CN3CCOCC3)c2o1,-7.9,-0.6,-9.2,1.9,-4.1,-403.9,7.9,-2.1,-33.5
O=S1(=O)N=C(N2CCN(Cc3ccc4c(c3)OCO4)CC2)c2ccccc21,-14.6,2.8,-3.7,-3.7,-0.1,11.3,-0.5,-1.7,0.2
O=C(c1ccc(=O)[nH]n1)N1CCN(S(=O)(=O)c2ccc(C(F)(F)F)cc2)CC1,17.7,2.2,-3.9,-3.4,-1.2,14.9,10.1,-2.8,2.4
COc1ccccc1-c1cc2nc(C)c(CCC(=O)NCc3ccco3)c(C)n2n1,1.2,-5.8,24.5,0.0,2.7,-402.1,13.8,-1.9,-1.6
CCN(CC)S(=O)(=O)c1ccc(N2CC(C(=O)NCc3cccnc3)CC2=O)cc1 (stereo not given),-2.0,-0.3,-2.0,7.0,-0.9,10.5,-4.1,-10.3,-1.7
Cc1ccc(-c2nc(CN(C)C)cc(CN(C)C)c2O)cc1,2.1,-3.0,3.8,12.9,2.8,i,2.3,0.3,9.2
Cc1ccc(N(CCC#N)C(=O)COC(=O)c2cc(C)oc2C)cc1,-4.2,6.5,8.0,0.9,-2.4,9.2,-4.6,-3.5,0.8
COc1ccc(OC)c(NC(=O)NNC(=O)c2cc3occc3[nH]2)c1,8.7,4.7,7.2,2.7,2.2,18.1,-3.9,4.4,-2.6
CC(=O)c1ccccc1C(=O)N(C)C1CCCN(Cc2ccccc2F)C1 (stereo not given),-24.4,-18.2,-14.8,-3.9,-1.0,-7.7,-10.7,-9.7,1.5
CCOC(=O)C1=C(C)NC(=O)NC1c1cc2c(cc1Br)OCO2 (stereo not given),3.2,3.3,-9.2,-6.8,-3.4,18.9,7.7,-1.7,2.7
CCOC(=O)c1c(C)[nH]c(O)c1C=Nc1ccc(C(F)(F)F)cc1,7.6,6.4,18.6,-12.0,-3.4,-18.3,5.7,1.1,-20.6

# From PubChem
